Screening results deposited in PubChem by several laboratories.
IDE act = boosts human insulin-degrading enzyme activity in HEK cells | P14735 | FAbeta-B cleavage, fluorescence polarization; 0% vehicle, 100% cell-free pure enzyme wells | activation, % at 5.96 µM | 340,000 compounds, 0.073% hits | AID 493087;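 active means activation above the mean of all tested compounds plus 3 SD, set per screening campaign, cut at about 17% in these data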
CRFBP-R2 block = CRF-BP/CRF-R2 complex antagonism; 350,000 compounds, 0.59% hits; AID 588475; inhibition, % at 11.8 µM; HEK293 CRF-R2/CRF-BP, CRF-induced calcium fluorescence;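 active means inhibition of the ligand-induced calcium signal above about 50% at the single tested concentration, limit read from the data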
IMP-1 inh = blocks Pseudomonas aeruginosa IMP-1 metallo-beta-lactamase; purified IMP-1, nitrocefin hydrolysis, epi-absorbance fluorescence; inhibition, % at 5.6 µM; 290,000 compounds, 0.45% hits; AID 1556;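 active means inhibition above the mean plus 3 SD of all compounds in the same screening run, cut at about 4.5% in these data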;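 further: 0% = IMP-1 with DMSO and 100% = DMSO wells lacking enzyme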
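Material – recombinant IMP-1 enzyme, purified · Amount – IMP-1 0.2 nM before substrate addition · Medium – HEPES buffer pH 7.1 with ZnSO4 and Brij 35 · Timing – 25 °C, 15 min preincubation, 25 min reaction · Measured by – plate fluorescence quenching by hydrolysis product, ex 480/em 530 nm · Read-out – percent enzyme inhibition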
GalR3 antag = blocks the human galanin receptor 3; O60755; HEK293 GalR3-CNG cAMP membrane potential fluorescence; galR3 body fused to GalR1 C-terminus; inhibition, % at 3 µM; 360,000 compounds, 0.44% hits; AID 651719;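 active means inhibition above the screen-wide average plus 3 SD, cut at about 13% in these data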;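 further: forskolin and galanin both at EC90 stimulate the cells; cAMP rise reported by CNG channel membrane potential dye signal; 0% = forskolin plus galanin with DMSO and 100% = forskolin alone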
Target sequence (O60755 1-299 limits assumed): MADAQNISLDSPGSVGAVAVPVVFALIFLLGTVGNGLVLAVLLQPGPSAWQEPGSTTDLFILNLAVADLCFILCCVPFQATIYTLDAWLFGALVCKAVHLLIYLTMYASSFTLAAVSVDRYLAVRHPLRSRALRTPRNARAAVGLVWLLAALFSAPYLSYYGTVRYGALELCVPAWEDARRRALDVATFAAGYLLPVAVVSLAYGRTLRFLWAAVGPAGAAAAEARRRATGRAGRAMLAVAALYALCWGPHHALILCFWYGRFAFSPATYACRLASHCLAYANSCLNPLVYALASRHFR
pCIP destab = p/CIP protein destabilization | Q05BA5 | F442A p/CIP-EGFP cells, EGFP fluorescence, 16 h | decrease of EGFP signal, % at 10 µM | 290,000 compounds, 0.01% hits | AID 1984;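 active means EGFP signal decrease of at least 30% at 10 µM or well 3 SD below plate mean, unless failing retest; inactive means the rest, including hits failing retest or dose response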; further: some compounds called inactive have numbers as strong as hits; many of its hits are not listed in these tables
IDE cell inh = cellular human IDE inhibition. inhibition, % at 5.59 µM. HEK cells, FAbetaB cleavage, fluorescence polarization. P14735. 320,000 compounds, 0.41% hits. AID 434962;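 active means percent inhibition above the average of all tested compounds plus 3 SD, set per screening campaign, cut at about 16% in these data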;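 further: IDE supplied by intact live HEK cells; FP after avidin binding of uncleaved biotin substrate so inhibition keeps polarization high; 0% = DMSO wells and 100% = 60 µM reference IDE inhibitor Ii1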
HCV NS3 hel inh = inhibitors of Hepatitis C virus NS3 helicase; NS3 helicase DNA unwinding, Cy5 molecular beacon fluorescence; inhibition, % at 10.9 µM; 290,000 compounds, 0.56% hits;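 active means inhibition above the mean of all tested compounds plus 3 SD, set per campaign, cut at about 35% in these data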;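 further: 0% = DMSO wells and 100% = thioflavine S control wells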
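System: Hepatitis C virus NS3 helicase domain fragment enzyme | Reagent: Annealed dual-labelled DNA beacon duplex, ATP-started | Compound dosing: 10.9 µM single point, 0.8% DMSO | Incubation: 1 h reaction at 25 °C, ATP-initiated | Technique: Cy5 fluorescence | Evaluation: Percent inhibition from t60/t0 fluorescence ratio | Benchmarks: Low DMSO, high thioflavine S at 110 µM | Replication: Singlicate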
VIM-2 inh = blocks Pseudomonas aeruginosa VIM-2 metallo-beta-lactamase; inhibition, % at 5.6 µM; purified VIM-2, nitrocefin hydrolysis, epi-absorbance fluorescence; 290,000 compounds, 0.89% hits;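 active means inhibition above the mean of all tested compounds plus 3 SD, cutoff set per screening run, cut at about 7.5% in these data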;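 further: red hydrolysis product quenches plate fluorescence so inhibitors raise well fluorescence; 0% = enzyme with DMSO and 100% = DMSO without enzyme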
SUMO HTRF inh = blocks human SUMOylation mediated by UBC9 | HTRF SUMOylation assay, SAE1/SAE2 + UBC9, in vitro | inhibition, % at 35 µM | 290,000 compounds, 0.36% hits; in the data active means inhibition above about 50%, passing the limit was not always enough; further: strong numbers were not always called active
Target sequence (P63279 whole entry, looked up): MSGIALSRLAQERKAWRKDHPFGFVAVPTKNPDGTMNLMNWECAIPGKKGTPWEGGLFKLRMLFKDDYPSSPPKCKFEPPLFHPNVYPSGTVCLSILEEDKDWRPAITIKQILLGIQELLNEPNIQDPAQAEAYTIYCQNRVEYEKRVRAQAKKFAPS
Active calls of the source: *; x = no result given.

SMILES | IDE act | CRFBP-R2 block | IMP-1 inh | GalR3 antag | pCIP destab | IDE cell inh | HCV NS3 hel inh | VIM-2 inh | SUMO HTRF inh
O=C(c1sccc1Br)N1CCN(Cc2ccc3c(c2)OCO3)CC1 | -3.0 | -31.6 | -2.1 | -3.6 | -1.4 | 2.5 | -12.4 | -1.6 | 8.3
O=C(O)CCCNc1cc(N2CCC3(CC2)OCCO3)c2noc3c2c1C(=O)c1ccccc1-3 | x | x | -1.0 | x | 2.1 | -5.4 | 37.2* | 0.6 | 38.2
O=C(Oc1ccccc1N1C(=O)CCC1=O)c1ccco1 | 2.6 | 6.6 | -3.6 | -5.3 | 3.9 | -0.3 | 2.5 | -2.1 | 9.6
Cc1cc(C)c(NC(=O)NC(=O)c2ccc(F)cc2)c(C)n1 | 2.7 | -2.4 | -2.4 | -2.3 | -19.8 | -3.7 | 4.4 | -0.6 | 16.8
Cc1nc2cc(NC(=O)N3CCCCC3)ccc2n1C | -0.3 | -1.6 | -3.5 | -0.8 | -5.2 | 0.0 | -2.1 | -4.1 | 26.6
Nc1nc2n(n1)C(c1ccc(F)cc1)CC(c1ccc(F)cc1)N2 (stereo not drawn) | 6.2 | -24.7 | -1.4 | -4.3 | -6.9 | -1.7 | -2.1 | 0.8 | 23.6
Cc1ccc(C)c(N2CCN(C(=O)c3cc(S(=O)(=O)N4CCOCC4)ccc3F)CC2)c1 | -2.9 | 13.6 | -2.0 | -4.8 | -1.0 | 0.6 | -11.3 | -4.2 | -17.5
COc1ccc(Cl)cc1NC(=O)CSc1nnc(Cc2ccc(C)cc2)c(=O)[nH]1 | 3.9 | 32.2 | x | 2.2 | x | 1.8 | x | x | x
COc1cccc(CNCC(O)COc2ccc(C(=O)c3ccccc3)cc2)c1 (stereo not drawn) | -1.7 | -16.7 | -1.6 | -8.4 | 8.0 | 1.0 | -41.1 | 0.0 | 5.0
Cc1ccc(-c2nnn(CC(=O)N3CCCCC3)n2)c(-n2cnnn2)c1 | 0.8 | -3.2 | -3.5 | 1.3 | -14.1 | 0.4 | -6.2 | -2.4 | 25.3
NC(=Nc1ccccc1)Nc1ccccc1 | -0.8 | 28.5 | -2.6 | -8.9 | -2.2 | -2.3 | -6.2 | -2.2 | 4.6
C/C(=N\O)C(=O)C(CN1CCCCC1)CN1CCCCC1 | 0.9 | 7.3 | -2.2 | -8.0 | 0.9 | -1.1 | -13.0 | -1.8 | 4.2
O=C(COc1ccc(C(=S)N2CCC(Cc3ccccc3)CC2)cc1)N1CCOCC1 | -7.9 | 7.1 | -1.1 | -9.5 | -3.0 | 10.6 | -6.1 | -1.3 | -2.2
CCOc1cccc2sc(N(CCN(CC)CC)C(=O)c3cccc([N+](=O)[O-])c3)nc12 | -0.8 | -17.7 | -2.9 | -7.3 | 11.9 | 3.5 | 4.3 | -1.6 | -11.2
COc1ccc(-n2nc(C(=O)Nc3ccc4c(c3)OCO4)c3ccccc3c2=O)c(OC)c1 | 5.2 | 10.1 | 0.3 | -3.5 | -8.9 | 9.4 | -6.3 | 3.1 | 17.3
CC(C(=O)Nc1cccc(S(=O)(=O)N2CCOCC2)c1)N1CCN(c2ccc(F)cc2)CC1 (stereo not drawn) | -1.1 | -20.4 | -2.9 | -4.6 | -5.6 | -5.0 | -0.4 | -1.8 | -2.0
CCN(CC)CCCn1c2c(c(SCC(=O)N3CCc4ccccc43)nc1=O)CCC2 | 3.9 | 6.2 | x | -3.0 | x | -1.3 | x | x | x
Cc1ccccc1COc1ccc(-c2nnn(CC(=O)O)n2)cc1 | -2.2 | 13.1 | -2.4 | -4.0 | 2.4 | x | 39.7* | -0.4 | 1.2
CC(C(=O)c1ccc(Br)cc1)[n+]1cccc(NC(=O)c2ccccc2)c1 (stereo not drawn) | 4.6 | 14.5 | -2.6 | -2.7 | -3.3 | -0.6 | -26.8 | 0.7 | -8.3
C=CCn1c(SCc2nc3sc(C(=O)O)c(C)c3c(=O)[nH]2)nnc1-c1ccc(F)cc1 | 6.0 | -8.4 | -0.9 | -1.1 | -5.5 | 10.2 | 5.1 | 0.3 | 6.8
CSc1ccc(CN(C)Cc2nc3ccccc3c(=O)[nH]2)cc1 | 5.7 | -2.3 | -0.5 | -6.6 | 6.1 | -0.3 | -0.4 | -2.0 | -24.6
COc1ccc(-c2nsc(SCC(=O)NCc3ccc4c(c3)OCO4)n2)cc1 | 1.6 | 18.3 | -2.1 | -3.5 | 11.7 | 4.2 | 2.5 | -1.8 | 2.7
Cc1ccc(CC(SCc2ccccc2)C(=O)O)cc1C (stereo not drawn) | 0.9 | -4.7 | 1.9 | -9.9 | 0.0 | -0.7 | 27.8 | -0.2 | 8.2
Cc1noc(C)c1COC(=O)c1cc(F)c(F)cc1Cl | 1.3 | 2.0 | -5.7 | -3.5 | -28.4 | 5.8 | -2.5 | -5.6 | -4.6
NC(=O)CC(NC(=O)Cc1cccc2ccccc12)c1ccc(NC2CCN(Cc3ccccc3)CC2)c([N+](=O)[O-])c1 (stereo not drawn) | 1.8 | 10.0 | -1.9 | -3.4 | 4.3 | -1.5 | -76.7 | -2.1 | 16.7
O=C(c1cnn2cccnc12)N1CCN(Cc2ccc3c(c2)OCO3)CC1 | 0.5 | -0.3 | -3.4 | -7.5 | 1.4 | 1.3 | -0.6 | -3.8 | 6.4
Cc1ccc(C)c(NC(=O)c2cc(-c3cc(C)cc(C)c3O)n[nH]2)c1 | 0.3 | -4.3 | -2.2 | -12.1 | 0.5 | -3.3 | -19.4 | -1.0 | 0.4
COCCN(C(=O)COC(=O)CCc1ccc(OC)cc1)c1c(N)n(Cc2ccccc2)c(=O)[nH]c1=O | -0.5 | -0.8 | x | -2.5 | x | -7.1 | x | x | x
CN(C)c1nc2ccccc2n(C)c1=O | 2.5 | -26.5 | -1.6 | -6.9 | 3.9 | 4.2 | -7.5 | -1.1 | 5.2
CN(C)c1ccc(C2N(c3ccc(F)cc3)C(=O)C3CCCN32)cc1 (stereo not drawn) | 1.7 | -10.7 | -4.0 | -0.2 | -7.6 | 0.6 | -8.1 | -0.8 | 10.1
O=C(Cn1[nH]c(=O)c2ccccc2c1=O)Nc1cccnc1 | -3.0 | 5.6 | -3.2 | -3.1 | 7.1 | 2.0 | -4.0 | -2.0 | 11.1
CC(=O)Nc1nc(-c2ccccc2)nc(-c2ccccc2OC(C)=O)n1 | 0.5 | 2.6 | -2.3 | -3.6 | 0.5 | 0.8 | -0.4 | -2.9 | 7.3
CCOC(=O)C(C)/C(C)=N/NC(N)=S (stereo not drawn) | 0.5 | -1.4 | -3.1 | 1.8 | 5.1 | 1.9 | -13.1 | -3.8 | -7.0
N#C/C(=C(/O)CSc1ccccc1C(=O)O)c1nc2ccccc2s1 | 2.8 | -8.8 | -2.2 | -4.9 | -2.1 | -3.0 | -1.2 | 0.3 | 15.8
CCN(CC)S(=O)(=O)c1ccc(N2CCCC2)c(NC(=O)c2ccccc2OC)c1 | 1.0 | 26.0 | -1.1 | -5.3 | 2.1 | 5.4 | -10.6 | -1.1 | -8.5
COc1ccc(CCNC(=O)CSc2nc3ncccc3[nH]2)c(OC)c1 | 4.5 | 3.0 | -2.4 | -8.5 | -2.8 | -0.4 | 5.2 | -3.1 | 7.3
COc1ccc(NC(=O)C(Sc2ccccc2)c2ccccc2)c(OC)c1 (stereo not drawn) | 7.2 | 51.1* | -2.0 | 4.5 | 7.4 | 8.5 | 2.5 | -4.0 | -40.4
O=C(Oc1ccc(Cl)cc1)N1CCOCC1 | 1.9 | -2.2 | 0.9 | -8.9 | 4.5 | -2.4 | -4.3 | 1.1 | 11.2
COc1ccccc1NS(=O)(=O)c1ccc(-c2cnc(C3CC3)o2)cc1 | 2.3 | -11.2 | -1.0 | -2.8 | 1.2 | 1.6 | -1.5 | 2.6 | -4.4
Cc1ccc(C(=O)NNC(=O)c2ccncc2)cc1C | 0.8 | -19.7 | -4.6 | -8.5 | -20.8 | -0.2 | 3.5 | -0.3 | 8.2
O=S(=O)(Nc1nc(SCc2ccc(Cl)cc2)n[nH]1)c1ccc(F)cc1 | x | -20.6 | -1.4 | -3.5 | -5.7 | -2.5 | -3.9 | -1.9 | -23.0
Cc1ccccc1NC(=O)NC1(C(=O)NCC2CCCO2)CCCCC1 (stereo not drawn) | 1.7 | 0.0 | -2.4 | -6.6 | -2.5 | 6.1 | 8.1 | -0.4 | -13.7
OCCNc1nc2ccccc2n1CC(O)c1ccccc1 (stereo not drawn) | 7.6 | 6.7 | -2.5 | -0.3 | 0.2 | -2.1 | -1.2 | -0.5 | -1.4
Cc1cccc(NS(=O)(=O)c2cc3c4c(c2)CCC(=O)N4CCC3)c1 | 3.7 | 0.3 | x | -4.9 | x | -5.3 | x | x | x
Cc1ccc(C(C(=O)NC2CCCCC2)N2CCN(C(=O)c3ccco3)CC2)cc1 (stereo not drawn) | -0.7 | -7.4 | -2.5 | -3.8 | -7.0 | 1.4 | 4.1 | -3.9 | 20.8
CCN(CC)CCCN1C(=O)CSC1c1ccc([N+](=O)[O-])cc1 (stereo not drawn) | 1.7 | 3.1 | -2.6 | -3.5 | 9.7 | 0.7 | 1.6 | 0.7 | -1.6
COC(=O)c1[nH]c2ccccc2c1NC(=O)CNC1CCCCC1 | 5.8 | -8.6 | -2.7 | -1.9 | 0.7 | 3.8 | -3.2 | -1.7 | 1.1
Cc1cc(C)cc(NC(=O)CSc2ccc(-c3cccs3)nn2)c1 | 3.5 | -15.0 | -2.6 | -3.0 | 11.3 | 1.6 | -4.1 | -1.4 | -24.5
Cc1cc(C)c2nc(SCC(=O)N(C)C3CCS(=O)(=O)C3)cc(C)c2c1 (stereo not drawn) | -0.6 | 18.6 | -1.9 | -0.2 | 9.2 | -1.2 | 3.4 | -3.7 | -7.6

The order is random; any-hit rate near 3.2%.
